# FEN1 inh = inhibitors of human flap endonuclease 1; hit rate 0.35% among 390,000; Recombinant FEN1 flap cleavage, fluorescence, 15 min; P39748; AID 588795; Potency, µM (highest dose often 114 µM), without a hit: at the highest dose activity change, negative = inhibition, hits mostly inhibitors; note: nearly all actives have a fitted effect of over 65% in size
# Target sequence (P39748 whole entry, looked up): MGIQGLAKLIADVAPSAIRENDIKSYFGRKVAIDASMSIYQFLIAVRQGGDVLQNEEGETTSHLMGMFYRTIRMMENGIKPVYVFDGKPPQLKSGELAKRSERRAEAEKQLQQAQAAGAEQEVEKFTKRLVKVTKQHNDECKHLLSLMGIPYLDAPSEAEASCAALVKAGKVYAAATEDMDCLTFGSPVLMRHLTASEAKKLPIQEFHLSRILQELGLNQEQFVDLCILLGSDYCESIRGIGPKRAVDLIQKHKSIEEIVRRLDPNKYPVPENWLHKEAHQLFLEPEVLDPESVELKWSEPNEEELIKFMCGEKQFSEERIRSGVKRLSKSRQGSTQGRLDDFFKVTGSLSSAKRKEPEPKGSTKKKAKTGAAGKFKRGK
#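 Compounds are tested as a concentration series against 10 nM FEN1; after a 15 min room-temperature preincubation, 50 nM substrate starts cleavage, with plate reads at 0 and 15 min. Normalized responses are fitted by a Hill equation.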
# GCN5L2 inh = inhibitors of human GCN5L2 histone acetyltransferase; Q92830; GCN5L2 HAT assay, ThioGlo1 CoA-SH fluorescence; Potency, µM (top dose mostly 58.9 µM), for the others: at the top dose activity change, negative = inhibition, most hits filed as inhibitors; hit rate 0.21% among 390,000
#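 Preincubate 20nM GCN5L2 with compound 15 min, RT → add 50uM ThioGlo1 + 75uM H3(1-25) + 70uM acetyl-CoA → read fluorescence 0 and 20 min. Primary qHTS; fluorescent artifacts likely.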
# N370S GC = N370S glucocerebrosidase modulation, Gaucher chaperone candidate; AID 2101; Potency, µM (titrated, usually from 59.4 µM), without a hit: top-dose activity change, negative = inhibition, hits mostly inhibitors; N370S GC spleen homogenate, 4MU-glucoside fluorescence; P04062; hit rate 0.092% among 330,000;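 note: 0% = full enzyme activity and -100% = no enzyme basal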
# * hit, by the source's call; ? = inconclusive; · = not tested or not shown; & = joins results of further samples; [ ] = remark or other dose. Calls come from the whole dose curve; as a rule, active = well fitted curve in the direction sought with a large enough effect; inconclusive = small, poorly fitted or top-dose-only effect, or another doubt; inactive = no such curve, though single readings can be large; an effect the other way counts as inactive or inconclusive. Unless noted, % is set by controls: 0 for no effect and ±100 for the full control effect; potency is the fitted concentration of half-maximal effect.
SMILES,FEN1 inh,GCN5L2 inh,N370S GC
COc1ccc(COc2cc(-c3cccc(OC)c3)nc3ccc(NC(=O)c4ccc(OC)cc4)cc23)cc1,12%,-20%&-9%,-4%&-14%
COc1ccc2c(c1)OC[C@H]1[C@H]2N2C(=O)c3cc(OC)c(OC)cc3NC(=O)[C@@]2(C)[C@H]1c1ccccc1,-10%,-13%,-18%
Cc1ccc2c(c1)[C@H]1[C@H](CO2)[C@H](c2ccccc2)[C@]2(C)C(=O)N(CC3CCCO3)CC(=O)N12 (stereo partly drawn),0%,-4%,·
CCOC(=O)c1c(C2CC2)csc1NC(=O)COC(=O)c1cnc(Cl)c(Cl)c1,0%,-4%,17%
O=C(NCc1ccccc1Cl)C(=O)NCC1OCCN1S(=O)(=O)c1cccs1 (stereo not drawn),3%,1%,11%
CCOc1cc(-c2nc3c(c(CC)nn3-c3ccccc3)c3cc(OC)c(OC)cc23)ccc1O,8%,-1%,·
Cc1ccc(-n2c(CCC(=O)O)ccc2-c2cccs2)cc1C,0%&0%,-4%&-13%,16%
CC1(C)CC(=O)C(C=NCCN2CCNC2=O)=C(O)C1,0%,0%,-7%
CCOc1ccccc1C(=O)N[C@H](C(=O)OCc1cc([N+](=O)[O-])cc2c1OCOC2)C(C)C,4%,-8%,5%
COc1cc2c(cc1NC(=O)CSc1ccc(C)cc1)oc1ccccc12,-9%,-9%,26%
CC(=O)N/N=C(\C)CC(=O)Nc1cccc(C(F)(F)F)c1,0%,-4%,-3%
CC(C)c1ccc(NC(=O)CNCC(c2ccccc2)N(C)C)cc1 (stereo not drawn),0%,-7%,-7%
CCc1ccc(NC(=O)CCCc2nnc3n(CC(C)C)c(=O)c4sccc4n23)cc1,-3%,-5%,·
O=C(Cn1c(=O)c2cccn2c2cccnc21)NCCCN1CCN(c2ccc(F)cc2)CC1,14%,-4%,1%
Cn1c(=O)c2cc(S(=O)(=O)NCCC(=O)NCc3ccccc3Cl)ccc2n(C)c1=O,5%,34%[activator],0%

# Pulled by structure from above, four records:
SMILES,FEN1 inh,GCN5L2 inh,N370S GC
Cc1ccc2c(c1)[C@H]1[C@H](CO2)[C@H](c2ccccc2)[C@]2(C)C(=O)N(CC3CCCO3)CC(=O)N12 (stereo partly drawn),0%,-4%,·
CCOC(=O)c1c(C2CC2)csc1NC(=O)COC(=O)c1cnc(Cl)c(Cl)c1,0%,-4%,17%
O=C(Cn1c(=O)c2cccn2c2cccnc21)NCCCN1CCN(c2ccc(F)cc2)CC1,14%,-4%,1%
CC(C)c1ccc(NC(=O)CNCC(c2ccccc2)N(C)C)cc1 (stereo not drawn),0%,-7%,-7%

# Returning to the listing with the 3 entries that preceded the break.
SMILES,FEN1 inh,GCN5L2 inh,N370S GC
CCc1ccc(NC(=O)CCCc2nnc3n(CC(C)C)c(=O)c4sccc4n23)cc1,-3%,-5%,·
O=C(Cn1c(=O)c2cccn2c2cccnc21)NCCCN1CCN(c2ccc(F)cc2)CC1,14%,-4%,1%
Cn1c(=O)c2cc(S(=O)(=O)NCCC(=O)NCc3ccccc3Cl)ccc2n(C)c1=O,5%,34%[activator],0%
CCOC(=O)c1c(C)[nH]c(C)c1C(=O)CSc1nc2ccccc2c(=O)n1-c1ccc(CC)cc1,-3%,-3%,24%
CC(C)(C)C(=O)c1cnc(Nc2ccccc2)s1,-3%,·,?
COc1ccc(CC(C)CC(=O)NCCc2ccc(OC)c(OC)c2)cc1 (stereo not drawn),2%,-27%,-4%
C/C(=N/NC(=O)CCc1c(C)n[nH]c1C)c1cccc([N+](=O)[O-])c1,-2%,-1%,14%
O=Cc1ccc(O)cc1O,3%,-11%,0%
Clc1ccc(-n2nnnc2-c2ccno2)cc1,-6%,2%,1%
O=C(Nc1ccn(C2CC(OC(=O)c3ccccc3)C(CO)O2)c(=O)n1)c1ccccc1 (stereo not drawn),5%,-6%,4%
O=C1CN(C(=O)COC(=O)CCS(=O)(=O)c2ccccc2)c2ccccc2N1,1%,-9%,·
CCOc1ccc(NC(=O)NC2CCS(=O)(=O)C2)cc1 (stereo not drawn),-1%,-3%,4%
Cn1nc(OCc2ccccc2)ccc1=O,0%,-3%,-9%
CN1C(=O)c2ccccc2C(C(=O)O)C1c1cccc(F)c1 (stereo not drawn),-9%,1%,2%
Cc1ccc(Cl)cc1N1CCN(S(=O)(=O)c2ccc3[nH]c4c(c3c2)CCCC4)CC1,-1%,-9%,·
O=C1CCCCC/C1=N/Nc1ccc(OCc2ccccc2)cc1,2%,-5%,24%
CCOC(=O)c1c(C)nc2sc3c(=O)n(-c4ccc(C(C)=O)cc4)cnc3c2c1-c1ccc(Cl)cc1,-10%,0%,12%
Cc1cccc(-c2n[nH]c(=S)n2-c2ccccc2)c1[N+](=O)[O-],-3%,1%,-14%
Cc1nc(SCc2ccc(O)c([N+](=O)[O-])c2)c([N+](=O)[O-])[nH]1,-11%,14µM*,-22%
FC(F)(F)c1ccccc1-c1cncnc1NCCN1CCOCC1,·,-8%,-17%
Cc1ccc(S(=O)(=O)N2CCC(C(=O)Nc3ccc(C)c(Cl)c3)CC2)cc1,-4%,-9%,·
CCOc1cc(C2C(C(N)=O)=C(C)Nc3ncnn32)cc(Br)c1O (stereo not drawn),-2%,1%,·
COc1ccccc1NC(=O)NCCCN1CCN(c2cccc(Cl)c2)CC1,-16%,3%,-3%
CCc1ccc(OCCCCCn2ccnc2)cc1,7%,-11%,-25%
CN1CCN(S(=O)(=O)c2ccccc2)CC1,10%&12%,0%,-1%
Cc1ccc(S(=O)(=O)NNC(=O)CCC(=O)Nc2ccccc2Cl)cc1,8%,0%,-1%
CN(C)S(=O)(=O)c1cc(NC(=O)CN2CCN(c3ccccc3F)CC2)ccc1Cl,-16%,-11%,-3%
CCN1C(=O)N(C)C(N(O)C(=O)NC)C1(C)C (stereo not drawn),-2%,1%,3%
CC(C)(C)NC(=O)Cn1nnc(-c2ccc(S(C)(=O)=O)cc2)n1,-5%,-3%,-23%
Cc1cc(C)nc(NC(=O)C2c3ccccc3Oc3ccccc32)n1,-2%,-1%,16%
Cc1ccc(NC(=S)N/N=C2\CC3CC=CC23)c(C)c1 (stereo not drawn),9%,-18%,-8%
Cc1ccccc1NC(=O)NC1(C(=O)N2CCC(C(N)=O)CC2)CCCCC1,-6%,-3%,-6%
O=C(CSc1nncs1)Nc1ccc(S(=O)(=O)N2CCCC2)cc1,-4%,1%,19%
Cc1cccc(NC(=O)C(=O)NCCc2sc(-c3ccccc3)nc2C)c1C,3%,0%,·
COc1ccc(CCNC(=O)CSc2ccccc2)cc1OC,0%,-6%,2%
CCCN(CCC)c1nc(-c2ccccn2)nc2ccccc12,-9%,4%,-3%
Cc1ccc(NC(=O)C(=O)NCC2(c3ccccc3)CCCC2)cc1C,20%,-5%,·
O=C(O)c1ccccc1C(=O)NCc1c(Cl)cccc1Sc1ccc(Cl)cc1,-12%,-3%,5%
O=C(CCC1CCCN(C(=O)c2ccc(F)c(F)c2)C1)N1CCN(c2ccccn2)CC1 (stereo not drawn),-5%,-5%,-2%
CCOc1ccccc1/C=C/c1nc2ccccc2[nH]c1=O,-13%,-19%,29%
COCCN(Cc1cc2ccc(C)cc2[nH]c1=O)S(=O)(=O)c1ccccc1,-14%,-4%,?
Cc1ccn2cc(C(=O)NCc3ccco3)nc2c1,-7%,-2%,4%
O=C1NC(=S)S/C1=C\c1ccc(SCc2ccco2)o1,?,14µM*,-13%
CCN(CC)CCOC(=O)c1cc(Cl)c(N)cc1OC,-11%,-6%&-1%,-3%&-4%&-6%&21%
O=C(Cc1ccccc1F)Nc1cc(S(=O)(=O)N2CCCC2)ccc1Cl,-12%,-3%,·
Cc1ccccc1C(=O)NC1CCN(Cc2ccccc2)CC1,3%,-5%,26%
Cc1cc(NC(=O)CCN2C(=O)C3C4CCC(C4)C3C2=O)c(C)cc1Br (stereo not drawn),-3%,-8%,4%
Cc1ccc(C(=O)N[C@H](C(=O)NC2CCCCC2)C(C)C)cc1,-2%,-9%,·
CCOc1ccccc1NC(=O)Nc1cc(C(=O)O)ccc1C,3%,21%,7%
CC(C)(C)OC(=O)N1CCC(C(=O)N2CCC[C@H]2C(=O)O)CC1,0%,-2%,2%
CCOc1ccc(CNCCNC(=O)c2nonc2N)cc1,-4%&3%,-10%&2%,-7%
O=C(C[n+]1ccc(-c2nnc3n2CCCCC3)cc1)c1ccc(Cl)cc1,-1%,0%,2%
CC1(C)C2C/C(=N\O)C(C)(/[N+]([O-])=C/c3cccc([N+](=O)[O-])c3)CC21 (stereo not drawn),-6%,6%,-3%
O=C(NCCN1C(=O)S/C(=C\c2ccc(OC(F)F)cc2)C1=O)c1cnccn1,-10%,-12%,0%
C=CCn1c(=N)c(C(=O)NCCCOC)cc2c(=O)n3ccccc3nc21,-9%,-18%,10%
COc1cc(CNCc2ccncc2)cc(Br)c1OCc1ccccc1F,1%,-1%,-9%
CCc1nn2c(=O)cc(COC(=O)c3ccccc3NC(=O)COc3ccc(F)cc3)nc2s1,-5%,26%,·
CCOc1ccc(NC(=O)CN(C)C(=O)CN2C(=O)NC3(CCCC3)C2=O)cc1OCC,-6%,-25%,7%
COc1ccc(C(=O)N2c3ccccc3C=CC2C#N)cc1 (stereo not drawn),4%,-2%,8%
COC(=O)c1ccc(CNC(=O)COC(=O)CC23CC4CC(CC(Br)(C4)C2)C3)cc1,-21%,-13%,5%
CCOc1ccccc1OCC(=O)NCc1ccco1,8%,-8%,-4%
O=C(CSc1nnc(-c2ccncc2)n1-c1ccc(Cl)cc1)NCc1cccs1,-13%,-8%,-8%
O=C(COc1ncnc2ccccc12)NCCC1=CCCCC1,1%,-2%,10%

# Four of the entries above in order of the N370S GC value, rising.
mol	GCN5L2 inh	N370S GC
Cc1ccc(NC(=S)N/N=C2\CC3CC=CC23)c(C)c1 (stereo not drawn)	-18%	-8%
CCOc1ccccc1OCC(=O)NCc1ccco1	-8%	-4%
CC(=O)N/N=C(\C)CC(=O)Nc1cccc(C(F)(F)F)c1	-4%	-3%
CCN1C(=O)N(C)C(N(O)C(=O)NC)C1(C)C (stereo not drawn)	1%	3%

# Remaining list, next part
SMILES,FEN1 inh,GCN5L2 inh,N370S GC
COC(=O)Cc1cc(=O)oc2cc(O)ccc12,-8%,?,?
CCOC(=O)C1=C(COC(=O)c2cccs2)NC(=O)NC1C (stereo not drawn),0%,-6%,-2%
C#CC(CC)(CC)NC(=O)NC1CCCCC1,-5%,-3%,5%
Cc1cccc2cc(C#N)c(NCCNC(=O)NC3CCCCC3)nc12,-4%,-5%,2%
COc1ccc(/C(O)=C2\C(=O)C(=O)N(c3cc(C)on3)C2c2ccccc2OC)cc1C (stereo not drawn),-2%,-13%,-6%
COc1cccc(CNC(=O)c2cc3ccccn3n2)c1,2%,-2%,5%
O=S(=O)(c1cccs1)N1CCN(c2ccc(Cl)cc2)CC1,-18%&-21%,-6%&-10%,-9%
Cc1ccc(C2CC(=O)Oc3ccc(O)cc32)cc1 (stereo not drawn),·,3%[88.6 µM],6%[89.1 µM]
CC(=O)C[C@H](O)CC(=O)[C@@H]1OC(=O)CCCCCc2ccccc21,-4%,0%,·
COc1ccc(C2CC(=O)N(Cc3ccc(C)cc3)c3c2c(C)nn3-c2nc(C)cc(C)n2)c(OC)c1 (stereo not drawn),6%,-4%,·
CC(C)(C)C(=O)Nc1nc(=S)ss1,1%,-24%,4%
O=S(=O)(c1ccc(N2CCCC2)nc1)N1CCOCC1,10%,-3%,0%
O=C(CSc1nc2ncccc2[nH]1)NC1CCCCC1,16%,-7%,6%
Cn1c(N)c(C(=O)COC(=O)Cc2ccc(Cl)cc2Cl)c(=O)n(C)c1=O,-16%,1%,0%
COc1ccc(C(=O)NC(=S)Nc2ccc(CN3CCOCC3)cc2)cc1Cl,21%,-18%,-16%
CCCc1cc(NCc2ccccn2)n2nc(C)c(-c3ccccc3)c2n1,0%,-20%,?
Cc1oc(-c2ccccc2F)nc1CS(=O)(=O)CC(=O)N1CCN(c2cccc(C(F)(F)F)c2)CC1,-11%,-5%,·
COc1ccccc1NC(=S)NC12CN3CN(CN(C3)C1)C2,2%,-11%,-3%
Cc1ccc(S(=O)(=O)N(C)C)cc1NC(=O)COC(=O)Cc1n[nH]c(=O)c2ccccc12,7%,-3%,-2%
COc1ccc2c(c1)N(C[C@@H](C)CN(C)C)c1ccccc1S2,·,5%[21.4 µM],-2%[21.6 µM]
Cc1ccc(NC(=O)COC(=O)CNC(=O)c2ccc3ccccc3c2)c([N+](=O)[O-])c1,8%,-4%,3%
O=C(CSCc1ccc(Cl)cc1)NN=C1CCCC1,-8%,-2%,?
COCC(=O)Oc1c(S(=O)(=O)c2ccccc2)c(C)nn1C(C)(C)C,8%,14%,-10%
COc1ccc(CCNS(=O)(=O)c2cn(C)nc2C)cc1,-7%,-3%,-5%
O=C(Nc1ccc(Br)cc1F)c1cc(S(=O)(=O)NCc2ccc(F)cc2)ccc1F,-4%,-24%,·
CCn1c(CNC(=O)COc2ccc(C(C)C)cc2)nnc1SCC(=O)Nc1ccccc1C(C)C,-21%,4%,9%
COc1ccc(CCNC(=O)CSc2nnc(C(C)N(C)C)n2Cc2ccccc2)cc1OC (stereo not drawn),6%,-4%,7%
O=C1C=CC(O)(c2cc(=O)c3c(O)cc(O)cc3o2)C=C1,-10%,-4%,-8%

# From PubChem BioAssay
